Bioassay records as filed in PubChem BioAssay.
L3MBTL1 inh = L3MBTL1 (human) inhibition. AlphaScreen L3MBTL1–H3K9me1 peptide binding. 230,000 compounds, 0.66% hits. Q9Y468. Potency, µM (series often up to 57.1 µM), for the others: at the highest dose activity, negative = inhibition, hits mostly inhibitors; active means well fitted inhibition curve with a large enough effect; further: nearly all actives have a fitted effect of over 60% in size
Target sequence (Q9Y468 whole entry, looked up): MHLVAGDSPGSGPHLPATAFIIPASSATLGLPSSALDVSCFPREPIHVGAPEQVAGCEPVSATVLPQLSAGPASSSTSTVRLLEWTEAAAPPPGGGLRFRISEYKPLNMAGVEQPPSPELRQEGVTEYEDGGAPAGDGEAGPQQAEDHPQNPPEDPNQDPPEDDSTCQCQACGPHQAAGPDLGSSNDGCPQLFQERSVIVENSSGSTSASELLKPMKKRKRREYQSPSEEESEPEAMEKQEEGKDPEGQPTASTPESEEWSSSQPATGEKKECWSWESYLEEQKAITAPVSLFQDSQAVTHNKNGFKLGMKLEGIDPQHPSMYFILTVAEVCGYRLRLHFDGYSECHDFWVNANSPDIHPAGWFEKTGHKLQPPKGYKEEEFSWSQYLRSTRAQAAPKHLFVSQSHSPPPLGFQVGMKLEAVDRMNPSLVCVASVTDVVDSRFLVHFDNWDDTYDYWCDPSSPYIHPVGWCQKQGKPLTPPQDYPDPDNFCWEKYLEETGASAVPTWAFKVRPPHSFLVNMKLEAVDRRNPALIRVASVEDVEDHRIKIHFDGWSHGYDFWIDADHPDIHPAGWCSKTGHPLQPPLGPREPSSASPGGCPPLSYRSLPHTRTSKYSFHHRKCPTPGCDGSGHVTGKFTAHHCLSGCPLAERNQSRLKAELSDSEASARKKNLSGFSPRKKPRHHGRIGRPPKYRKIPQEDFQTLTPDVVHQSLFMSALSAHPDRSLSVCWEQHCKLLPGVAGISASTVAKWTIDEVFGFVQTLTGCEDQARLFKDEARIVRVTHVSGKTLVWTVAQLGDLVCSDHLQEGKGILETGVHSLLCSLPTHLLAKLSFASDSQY
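L3MBTL1 50 nM + b-AHA-H3(1-15)K9me1 75 nM, 30 min RT; compound added, 30 min RT; streptavidin donor/Ni-chelate acceptor beads 10 ug/mL each final, 30 min RT dark; AlphaScreen read.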
An asterisk follows results filed as active. On the % scale 0 is the no-effect control and ±100 the full control effect; potency means the concentration at half of the fitted maximal effect. This is a subset (hit frequency here may not be typical).

SMILES | L3MBTL1 inh
C=C[C@H]1C(O[C@@H]2O[C@H](CO)[C@@H](O)[C@H](O)[C@H]2O)OC=C2C(=O)N3CCc4cc(OC)c(O)cc4[C@H]3C[C@H]21 (some centres not stated) | -3%
CCC(CO)Oc1cc(NC(=O)c2ccccc2Cl)c2ncn(C(C)C)c2c1 (configuration not stated) | 7%
COc1cc(OC)cc(-c2c(-c3cccs3)c3cc(-c4ccc(OC)c(F)c4)ccc3n2C)c1 | 1%
Cc1ccc(C)c(S(=O)(=O)N2CCN(C(=O)c3cccn3C)CC2)c1 | -7%
CCN(CC)S(=O)(=O)c1cccc(C(=O)NC2=NCCS2)c1 | -2%
COc1ccccc1CNC(=O)COC(=O)c1ccc(C(=O)c2ccccc2)cc1 | 8%
CCN(CC(=O)NC1CCS(=O)(=O)C1)C(=O)c1cc(OC)c(OC)c(OC)c1 (configuration not stated) | 6%
C=CCN(Cc1ccc(Cl)s1)C(=O)c1cc(S(=O)(=O)N2CCOCC2)ccc1F | 4%
Cc1ccc(C)c(NC(=O)COC(=O)Cn2c(C)csc2=O)c1 | -12%
CCCN(CC(=O)Nc1ccccc1C)C(=O)C1CC(=O)N(c2cccc(C)c2C)C1 (configuration not stated) | 6%
O=C(C1CCCC1)N1CCC(CC2CC(c3cccc(Br)c3)=NO2)(C(=O)NCC2CCCCC2)CC1 (configuration not stated) | -9%
O=S(=O)(c1ccccc1C(F)(F)F)N1CCN(c2ncnc3sccc23)CC1 | -2%
O=C(c1ccccc1OC(F)F)N1CCN(S(=O)(=O)c2ccc3c(c2)OCCCO3)CC1 | 1%
C[C@H](CO)N1C[C@H](C)[C@@H](CN(C)S(=O)(=O)c2cccs2)Oc2c(NC(=O)Nc3ccccc3)cccc2C1=O | -2%
CCCCn1c(N)c(N(CCOC)C(=O)C2CC(=O)N(c3cccc(SC)c3)C2)c(=O)[nH]c1=O (configuration not stated) | -2%
CC1(C)CC(=O)C2=C(C1)OC(N)=C(C#N)C2c1ccc2c(c1)OCO2 (configuration not stated) | -4%
COc1ccc(CNC(=O)c2cccc(NC3=NC4CS(=O)(=O)CC4S3)c2)cc1 (configuration not stated) | -2%
COc1ccc(N(C(=O)c2cccnc2)S(=O)(=O)c2ccc(OC)c(OC)c2)cc1 | 8%
CCC(C)CCN1CCN=C1Nc1ccccc1 (configuration not stated) | 16%
O=C(CN1C(=O)NC2(CCCc3ccccc32)C1=O)NCCc1ccc(F)cc1 (configuration not stated) | 3%
Cc1ccc(-n2nc(C)c(NC(=O)COC(=O)c3ccccc3NCCO)c2C)cc1 | 5%
COc1ccc(S(=O)(=O)NC(C)C(=O)N2CCCC2)cc1C (configuration not stated) | -8%
CCC1CCCCN1C(=O)COC(=O)c1cc(=O)[nH]c2ccccc12 (configuration not stated) | -11%
CC(C)COc1cccc(C(=O)N(CC(=O)Nc2ccccc2C(F)(F)F)Cc2ccco2)c1 | -2%
CCOC(=O)N1CCN(C(=O)COC(=O)c2ccccc2NCCO)CC1 | -4%
COc1ccc(Br)cc1S(=O)(=O)NCCc1cccs1 | 4%
Cc1cc(Br)ccc1NC(=O)CN(C)C(=O)CSCc1ccccc1 | -3%
COc1ccc(C2C(C(C)=O)=C(O)C(=O)N2c2ccc(O)cc2)cc1 (configuration not stated) | 11%
O=C(C[C@H]1C/C=C\C[C@@H](Cc2ccc(F)cc2)C(=O)O[C@@H](c2ccccc2)CNC1=O)NCCO | 5%
CN(C)c1ccc(S(=O)(=O)N2CCCCC2)cc1NC(=O)C1CSC2(C)CCC(=O)N12 (configuration not stated) | 4%
COc1cccc(N2CCN(C(=O)c3cc4c(s3)CCCCC4)CC2)c1 | -15%
O=C(COC(=O)c1cc(Cl)ccc1O)NCC1CCCO1 (configuration not stated) | 1%
CC1CCCCC12NC(=O)N(CC(=O)Nc1ccc3c(c1)OCCCO3)C2=O (configuration not stated) | -1%
COc1ccc(S(=O)(=O)N2CCN(c3cnccn3)CC2)cc1 | 4%
COc1ccc(NC(=O)CCS(=O)(=O)c2cc3c(cc2C)NC(=O)CO3)cc1 | -2%
CSc1cccc(NC(=O)c2cc(S(=O)(=O)N3CCCC3)cn2C)c1 | -2%
O=C(Cc1ccc(S(=O)(=O)N2CCOCC2)s1)NCCOc1ccccc1F | -6%
C[C@]12c3[nH]c4cc(-c5ccco5)ccc4c3CCN1C(=O)[C@@H](CC(=O)NCCCn1ccnc1)C[C@@H]2C(=O)N1CCOCC1 | -10%
COc1cccc(CNC(=O)COC(=O)c2cc(Br)c(Br)s2)c1 | 14%
O=S(=O)(c1cccc(F)c1)N1CCN(c2ncnc3scc(-c4ccc(F)cc4)c23)CC1 | -2%
O=C(NCc1ccco1)C1CCN(S(=O)(=O)c2ccccc2C(F)(F)F)CC1 | 1%
CN(C)S(=O)(=O)c1ccc(Cl)c(C(=O)NNC(=O)Cc2nc3ccccc3n2C)c1 | 10%
COc1ccc(C2=NOC(Cn3nc(-c4ccccc4)cc3C(=O)NCc3cccc(C(F)(F)F)c3)C2)cc1 (configuration not stated) | 6%
Cc1oc(-c2ccccc2)nc1CS(=O)CC(=O)NC1CCCC1 (configuration not stated) | 5%
CN(C)S(=O)(=O)N1CCN(CC(=O)Nc2ccc(Br)cc2)CC1 | -7%
COc1ccccc1CNC(=O)CSc1ncc(C(=O)Nc2ccccc2)c(=O)n1C | 7%
O=S(=O)(NCc1ccc(F)cc1)c1cc(Br)ccc1Br | 19%
COc1ccc(/C=C2\Oc3cc(OCC(=O)N4CC(O)C[C@H]4C(=O)O)ccc3C2=O)c(OC)c1OC (some centres not stated) | -5%
O=C(COC(=O)c1cc([N+](=O)[O-])ccc1N1CCOCC1)Nc1ccccc1OC(F)F | -2%
COc1ccc(C2=NS(=O)(=O)N(C)C(C(=O)NC3CCCCC3)=C2)cc1 | 0%
COc1ccc(C(=O)NCC(=O)NCc2ccncc2)cc1 | -3%
Cc1cccc(C(=O)NC2CC3CCCC(C2)N3Cc2ccccc2)c1 (configuration not stated) | 5%
COc1ccc(NC(=O)c2cc(S(=O)(=O)N3CCOCC3)cn2C)c(OC)c1 | 5%
CCn1nc(C(=O)NCC2COc3ccccc3O2)c2ccccc2c1=O (configuration not stated) | 2%
Cc1ccc(O)c(N/C=C/C(=O)c2ccc(F)cc2)c1 | 2%
Cc1ccc(S(=O)(=O)N2CCN(C(=O)COC(=O)COc3cccc4c3OC(C)(C)C4)CC2)cc1 | -1%
Cc1ccc(NC(=O)CN(C)C(=O)COC(=O)c2ccc(Cl)cc2O)cc1 | 12%
C[C@H](CO)N1C[C@H](C)[C@@H](CN(C)S(=O)(=O)c2cccs2)Oc2ccc(NC(=O)NC3CCCCC3)cc2C1=O | 0%
COc1ccccc1NC(=O)C(C)OC(=O)COc1cccc2c1OC(C)(C)C2 (configuration not stated) | 6%
Nc1ccc(S(=O)(=O)N2CCc3ccccc32)cc1 | 2%

Given in CSV form: 17 of the compounds above.
structure,L3MBTL1 inh
COc1ccc(C2=NOC(Cn3nc(-c4ccccc4)cc3C(=O)NCc3cccc(C(F)(F)F)c3)C2)cc1 (configuration not stated),6%
Cc1oc(-c2ccccc2)nc1CS(=O)CC(=O)NC1CCCC1 (configuration not stated),5%
CN(C)S(=O)(=O)N1CCN(CC(=O)Nc2ccc(Br)cc2)CC1,-7%
COc1ccccc1CNC(=O)CSc1ncc(C(=O)Nc2ccccc2)c(=O)n1C,7%
O=S(=O)(NCc1ccc(F)cc1)c1cc(Br)ccc1Br,19%
COc1ccc(/C=C2\Oc3cc(OCC(=O)N4CC(O)C[C@H]4C(=O)O)ccc3C2=O)c(OC)c1OC (some centres not stated),-5%
O=C(COC(=O)c1cc([N+](=O)[O-])ccc1N1CCOCC1)Nc1ccccc1OC(F)F,-2%
COc1ccc(C2=NS(=O)(=O)N(C)C(C(=O)NC3CCCCC3)=C2)cc1,0%
COc1ccc(C(=O)NCC(=O)NCc2ccncc2)cc1,-3%
Cc1cccc(C(=O)NC2CC3CCCC(C2)N3Cc2ccccc2)c1 (configuration not stated),5%
COc1ccc(NC(=O)c2cc(S(=O)(=O)N3CCOCC3)cn2C)c(OC)c1,5%
CCn1nc(C(=O)NCC2COc3ccccc3O2)c2ccccc2c1=O (configuration not stated),2%
Cc1ccc(O)c(N/C=C/C(=O)c2ccc(F)cc2)c1,2%
Cc1ccc(S(=O)(=O)N2CCN(C(=O)COC(=O)COc3cccc4c3OC(C)(C)C4)CC2)cc1,-1%
Cc1ccc(NC(=O)CN(C)C(=O)COC(=O)c2ccc(Cl)cc2O)cc1,12%
C[C@H](CO)N1C[C@H](C)[C@@H](CN(C)S(=O)(=O)c2cccs2)Oc2ccc(NC(=O)NC3CCCCC3)cc2C1=O,0%
COc1ccccc1NC(=O)C(C)OC(=O)COc1cccc2c1OC(C)(C)C2 (configuration not stated),6%

The list continues:
SMILES | L3MBTL1 inh
CC(C)C(NC(=O)c1ccco1)C(=O)OCC(=O)N1CC(=O)Nc2ccccc21 (configuration not stated) | 4%
CC(=O)c1c(C)[nH]c(C(=O)COC(=O)CN2C(=O)C3CCCCC3C2=O)c1C (configuration not stated) | 2%
Cc1cccc(NC(=O)CSCC(=O)Nc2sccc2C#N)c1 | -10%
CN1CCN(CCOc2ccc(Cc3ccccc3)cc2)CC1 | 0%
CCCNC(=O)C(Cc1ccc(C(F)(F)P(=O)(OCC)OCC)cc1)NC(=O)c1ccc(C#N)cc1 (configuration not stated) | 4%
CCN(C(=O)COC(=O)CCCOc1ccccc1)c1c(N)n(Cc2ccccc2)c(=O)[nH]c1=O | 0%
CC1CCCC(C)N1CCCNC(=O)CN1C(=O)c2cccnc2Oc2ccc(Cl)cc21 (configuration not stated) | 0%
CC(C)(C)OC(=O)C[C@@H]1C/C=C\C[C@H](CC(=O)NCCO)C(=O)N2CCC[C@H]2COC1=O | -4%
Cc1ccc(CNC(=O)CSc2nccn(-c3ccc(C)c(F)c3)c2=O)cc1 | -4%
COC(=O)C1[C@H]2SC(C)(C)C(C(=O)OC)N2C(=O)N1Cc1nc2ccccc2s1 (some centres not stated) | -8%
CCN(CC)C(=O)c1cccc(NC(=O)c2cc(C3CC3)nc3c2cnn3C(C)C)c1 | -9%
CCCCN(C(=O)CSCC(=O)Nc1cccc(C)c1)c1c(N)n(Cc2ccccc2)c(=O)[nH]c1=O | 3%
COC(=O)C1(CCSC)NC(c2ccc(O)cc2)C2C(=O)N(c3ccc(F)cc3)C(=O)C21 (configuration not stated) | 24%
COC(=O)c1ccc2c(CCO)c[nH]c2c1 | -4%
COc1cccc(CNC(=O)c2cc3c(cc2Cl)N2CCCCCC2=NS3(=O)=O)c1 | 0%
O=C(O)CCn1cc(-c2ccc(F)cc2)nc1-c1ccncc1 | -12%
Cc1ccc(S(=O)(=O)N2CCC(C(=O)NCC(C)(C)N3CCOCC3)CC2)c(C)c1 | 0%
COC(=O)c1ccc(NC(=O)c2cccc(NC(=O)c3ccccc3)c2)cc1 | -5%
COc1ccc(CNC(=O)CN(C)CC(=O)Nc2ccccc2Br)cc1 | -2%
CCCSc1nc2c(c(=O)[nH]c(=O)n2C)n1Cc1ccccc1 | 1%
CC(=O)Oc1ccc(/C(C)=N/N2CCN(Cc3ccc(C)cc3)CC2)cc1 | 0%
COc1ccc(NS(=O)(=O)c2cc(NC(=O)CCNC(C)=O)ccc2N2CCCCC2)cc1 | -6%
C#CCOCCOCCOCCNc1nc(N2CCN(C(=O)C([C@@H](C)O)n3cc([C@@H](N)CCCCN)nn3)CC2)nc(N2CCN(C(=O)[C@H](CCCCN)n3cc(CN)nn3)CC2)n1 (some centres not stated) | 4%
COc1ccc(S(=O)(=O)N2CCC(C(=O)O)(c3ccccc3)CC2)cc1 | -3%
CCc1noc(C)c1C(=O)N1CCCSC1=Nc1ccccc1Cl | 1%
C=CC(=O)Nc1ccc(Nc2nc(NC3CCC(N(C)C)CC3)nc3c2ncn3C(C)C)cc1 (configuration not stated) | -1%
COc1ccc(NS(=O)(=O)c2ccc(NC(=O)c3ccccn3)cc2)cc1 | -3%
NC(=O)c1cc[n+](CC(=O)NC(=O)Nc2ccccc2)cc1 | 14%
C/C(=N\Nc1cc(N2CCOCC2)ncn1)c1ccccc1 | -3%
Cc1cc(NC(=O)CSCC(=O)N2CCN(c3cccc(C)c3C)CC2)no1 | 2%
Cc1ccc(/C=C2\SC(N3CCCCC3)=NC2=O)cc1 | -4%
CN(Cc1ccccc1)C(=O)c1cccc(NC(=O)C2CCCN(C(=O)OC(C)(C)C)C2)c1 (configuration not stated) | 0%
O=C(Nc1ccc(F)cc1F)c1cc2ccccc2oc1=O | -11%
CCN(C[C@H]1N[C@@](C)(C(=O)OC)[C@H]2C(=O)N(Cc3ccccc3)C(=O)[C@@H]12)C(=O)c1ccc(C(C)(C)C)cc1 | -4%
O=C(NCC(c1ccc(F)cc1)N1CCOCC1)c1ccc(OCc2ccccc2)cc1 (configuration not stated) | -9%
Nn1c(SCC(=O)Nc2ccccc2Oc2ccccc2)nnc1C1CC1 | -10%
CSc1nc(N)nc2c1ncn2CC(=O)N1CCN(Cc2c(C)cc(C)cc2C)CC1 | -2%
CCCCN(C(=O)Cc1ccc2c(c1)OCCO2)c1c(N)n(CCC)c(=O)[nH]c1=O | -2%
CS(=O)(=O)N(CC(=O)Nc1cccc(Br)c1)Cc1ccccc1 | -2%
CC(C)(C)c1csc(NC(=O)c2cccnc2)n1 | 3%
C=CCc1cccc(C=Nc2c[nH]c(=O)[nH]c2=O)c1O | -7%
